# Bioassay records (PubChem BioAssay)
# D1 antag – Antagonist of Human D 1 Dopamine Receptor: qHTS; HEK293 TREx D1 cells, calcium flux, dopamine EC80; stronger effect = lower value; activity change, negative = inhibition, % at 10 µM; actives 3.2% (n = 360,000); AID 504652, 2011; in the data active = activity change below about -30%; note: % is set by controls: 0 for no effect and ±100 for the full control effect
# Target sequence (P21728 whole entry, looked up): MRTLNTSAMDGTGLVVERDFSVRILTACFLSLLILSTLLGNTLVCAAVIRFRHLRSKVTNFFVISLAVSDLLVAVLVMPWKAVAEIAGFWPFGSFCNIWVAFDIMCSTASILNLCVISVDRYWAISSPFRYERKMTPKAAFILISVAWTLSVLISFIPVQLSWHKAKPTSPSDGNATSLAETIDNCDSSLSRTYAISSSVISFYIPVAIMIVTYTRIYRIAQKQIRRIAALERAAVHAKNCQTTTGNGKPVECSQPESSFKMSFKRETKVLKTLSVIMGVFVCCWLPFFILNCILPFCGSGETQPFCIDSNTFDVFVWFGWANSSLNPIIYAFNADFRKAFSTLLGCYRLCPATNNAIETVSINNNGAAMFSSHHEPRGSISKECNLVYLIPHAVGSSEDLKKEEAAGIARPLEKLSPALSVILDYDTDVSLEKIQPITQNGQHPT
#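 Tetracycline-induced HEK293 T-REx cells with force-coupled D1 receptor were loaded with a no-wash calcium dye. Compound was added after a 10 s baseline and read kinetically for 180 s; EC80 dopamine was then added and calcium flux followed another 180 s.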
# D1 potentiator – Potentiators of Human D1 Dopamine Receptor: qHTS. AID 504651, 2011. HEK293 TREx D1 cells, calcium flux, dopamine EC20 potentiation. actives 0.036% (n = 360,000). potentiation, % at 10 µM; in the data active = potentiation above about 30%; note: 0% is about no effect
# RXFP1 ag – qHTS Assay for Agonists of the Relaxin Receptor RXFP1; HEK293T-RXFP1 cAMP TR-FRET, 30 min; response scale: percent of porcine relaxin response, buffer zero; Relaxin receptor 1 (Homo sapiens), Q9HBX9; Potency, µM (series often up to 57.5 µM), inactives show at the top dose activation, most hits filed as activators; AID 2676, 2010; actives 0.3% (n = 370,000); active = well fitted activation curve with a large enough effect; inconclusive = small, poorly fitted or top-dose-only effect; note: potency is the fitted concentration of half-maximal effect; % is set by controls: 0 for no effect and ±100 for the full control effect; nearly all actives have a fitted effect of over 60% in size; many of its hits are not listed in these tables
#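 HEK293T cells stably expressing RXFP1 were pretreated with the PDE4 inhibitor Ro 20174, exposed to compounds for 30 min at 37C, lysed, and cAMP was read by TR-FRET. Data normalized to buffer (basal) and 29 nM porcine relaxin (100%).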
# D2 agonist – HTS Assay for Allosteric Agonists of the Human D2 Dopamine Receptor: Primary Screen for Agonists | D(2) dopamine receptor (Homo sapiens), P14416 | HEK293 T-REx D2 cells, calcium flux agonist mode | activation, % at 2 µM | actives 0.53% (n = 340,000);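 active = activation over 3 SD above normal in the single-dose calcium agonist read, cut at about 30% in these data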; note: 0% is about no effect
#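 Agonism is scored from calcium flux in a force-coupled, inducible HEK293 cell line expressing D2, read kinetically for 180 s after compound addition against dopamine controls.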
# D1 ag – Allosteric Agonists of the Human D1 Dopamine Receptor: qHTS. AID 504660, 2011. D(1A) dopamine receptor (Homo sapiens), P21728. activation, % at 2 µM. HEK293 T-REx D1 cells, calcium flux, agonist mode. actives 1% (n = 360,000); in the data active = activation above about 30%; note: 0% is about no effect
#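 Tetracycline-induced HEK293 TREx D1 cells, force-coupled to calcium signalling, were dye-loaded with a no-wash calcium kit. Compound was pin-added after a 10 s baseline. Fluorescence was read kinetically at 1 cycle/s for 180 s, with calcium rises flagged as agonism.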
# RXFP1 antagonist – qHTS Assay for Antagonists of the Relaxin Receptor RXFP1; Relaxin receptor 1 (Homo sapiens), Q9HBX9; HEK293-RXFP1, relaxin-stimulated cAMP HTRF, 30 min; stronger effect = lower value; activity change, negative = inhibition, % at 57.5 µM; actives 0.59% (n = 350,000); AID 1259400, 2018;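 active = activity change of -60% or lower, but not beyond a set lower limit; inconclusive = change between -60% and -40%, or beyond the set limit; inactive = change above -40%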; note: % is set by controls: 0 for no effect and ±100 for the full control effect
# D2 PAM – HTS Assay for Positive Allosteric Modulators of the Human D2 Dopamine Receptor: Primary Screen for Potentiators; potentiation, % at 10 µM; actives 0.34% (n = 340,000); HEK293 T-REx D2, calcium flux, EC20 dopamine potentiation;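 active = potentiation over 3 SD above the plate norm, cut at about 30% in these data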; note: 0% is about no effect
#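 Calcium flux readout, no-wash dye, 1 read/s. Inducible HEK293 Trex D2 line, overnight 30 C. Compound alone 180 s (agonist flags), then EC20 dopamine, another 180 s to score potentiation.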
# TRHR PAM – qHTS for Small Molecule Agonists and Allosteric Enhancers of Human TRH Receptor: Primary Screen for Enhancers; Thyrotropin-releasing hormone receptor (Homo sapiens), P34981; TRHR cells, fluo-8 calcium fluorescence, EC20 TRH enhancement; enhancement, % at 2 µM; actives 0.66% (n = 360,000); AID 493056, 2011; in the data active = enhancement above about 30%; note: 0% is about no effect
# Target sequence (P34981 whole entry, looked up): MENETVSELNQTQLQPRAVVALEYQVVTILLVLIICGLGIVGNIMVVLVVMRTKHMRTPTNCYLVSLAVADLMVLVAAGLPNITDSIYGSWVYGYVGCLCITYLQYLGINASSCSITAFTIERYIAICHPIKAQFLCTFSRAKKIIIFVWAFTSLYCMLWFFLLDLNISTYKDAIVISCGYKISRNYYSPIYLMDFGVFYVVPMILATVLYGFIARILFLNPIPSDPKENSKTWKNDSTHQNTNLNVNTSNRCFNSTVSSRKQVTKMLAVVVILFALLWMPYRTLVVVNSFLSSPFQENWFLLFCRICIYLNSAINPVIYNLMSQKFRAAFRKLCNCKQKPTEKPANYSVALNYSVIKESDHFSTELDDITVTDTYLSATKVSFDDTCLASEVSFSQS
#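 Enhancer read-out: after compound pinning and an initial kinetic agonist-mode read, an EC20 of TRH (10 nM final) was injected and fluo-8 calcium signal (Ex 480/Em 530) followed at 1 s/cycle for 100 cycles in TRHR-expressing cells.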
# D2 antag – HTS Assay for Allosteric Antagonists of the Human D2 Dopamine Receptor: Primary Screen for Antagonists | inhibition, % at 10 µM | HEK293 TREx D2 cells, calcium flux, dopamine EC80 | actives 2% (n = 340,000) | D(2) dopamine receptor (Homo sapiens), P14416; in the data active = inhibition above about 30%; note: 0% is about no effect
#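 Cells plated overnight at 30 C with tetracycline; no-wash calcium dye, 30–90 min RT; 10 s baseline; compound pinned; 180 s read; EC80 dopamine added; another 180 s read.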
# * marks the source's active call; other numbers are inactive results; ? = inconclusive; · = not tested or not shown.
item	compound	D1 antag	D1 potentiator	RXFP1 ag	D2 agonist	D1 ag
1	CCC1CCc2sc(C(=O)NCC(c3ccc(OC)cc3)N3CCOCC3)cc2C1 (stereo not given)	6	-9	0.4%	-0.7	0
2	O=C(NCc1ccccc1Cl)c1nnc(CS(=O)(=O)c2ccccc2)o1	-3	-10	0.5%	·	9
3	Fc1ccc(/C=N/n2cnn(Cc3ccccc3Cl)c2=S)cc1	-12	4	0.1%	-0.9	5
4	Cc1cc(NC(=O)c2ccc(-c3ccc(Br)cc3)o2)cc(-c2nc3ncccc3o2)c1O	17	1	2.7%	-0.2	-1
5	CCOc1ccc(C(C)NC(=O)Nc2ccc(F)cc2F)cc1 (stereo not given)	-77*	-1	-0.1%	-0.7	12
6	COc1cc(/C=C/[N+](=O)[O-])ccc1OCc1cccc(C(=O)O)c1	5	-7	1.6%	0.5	1
7	Cc1cc(NC(=O)C(C)SCC(=O)Nc2ccccc2C(C)(C)C)no1 (stereo not given)	6	2	0.0%	·	1
8	O=C(NCc1cccnc1)c1cccc(NS(=O)(=O)c2ccc(Br)cc2)c1	-28	7	1.4%	-0.2	1
9	O=C(NCc1ccc(F)cc1)c1ccc(Nc2nc3ccccc3n3nnnc23)cc1	-30*	-1	18%	0.8	1
10	O=C(c1ccc(Br)cc1)N1CCN(S(=O)(=O)c2ccccc2)CC1	-15	3	-0.2%	2.1	3
11	Cc1cc(C(F)(F)F)nn1Cc1ccc(C(=O)NCc2ccco2)o1	8	-4	-1.4%	-0.1	7
12	CCCn1c(N)c(C(=O)CSc2nc3ccccc3c(=O)n2Cc2ccccc2)c(=O)[nH]c1=O	-1	0	21%	2.9	5

item	RXFP1 antagonist	D2 PAM	TRHR PAM	D2 antag
1	6	-28	28	19
2	0	-1	31*	·
3	0	6	3	-4
4	·	11	5	·
5	5	-7	-2	-22
6	-28	6	3	0
7	-1	·	-1	·
8	13	18	0	3
9	-5	-10	9	·
10	-5	-1	4	16
11	0	8	1	17
12	-13	8	1	1

# Records listed so far printed as active in D1 antag.
no.	SMILES	D1 antag	D1 potentiator	D1 ag	RXFP1 antagonist	D2 PAM	TRHR PAM	D2 antag
5	CCOc1ccc(C(C)NC(=O)Nc2ccc(F)cc2F)cc1 (stereo not given)	-77*	-1	12	5	-7	-2	-22
9	O=C(NCc1ccc(F)cc1)c1ccc(Nc2nc3ccccc3n3nnnc23)cc1	-30*	-1	1	-5	-10	9	·

# Additional records follow:
item	compound	D1 antag	D1 potentiator	RXFP1 ag	D2 agonist	D1 ag
13	Cc1ccc(Nc2ncnc3c2cnn3-c2ccccc2)c(C)c1	10	-3	1.9%	0.0	3
14	COc1ccc(S(=O)(=O)N2CCCCCC2)cc1C(=O)NCCOc1ccc(C)cc1	-1	-3	-0.4%	0.6	18
15	N#CCC(=O)Nc1ccc(C(=O)N2CCN(c3ccccn3)CC2)cc1	-1	-11	0.2%	1.9	-1
16	CC1(C)CC(CC(=O)Nc2ccccc2[N+](=O)[O-])C(=O)O1 (stereo not given)	1	1	-0.1%	0.8	6
17	O=C(CCc1ccc(S(=O)(=O)NC2CCCCC2)cc1)NCc1ccccn1	-20	0	-2.1%	-0.5	4
18	CN(C)c1ccc(C(=O)NC2(N3CCC3=O)CCCC2)cc1	17	4	-2.5%	-0.1	3
19	O=C(NCc1cccnc1)c1ccccn1	-5	0	1.7%	0.5	2
20	COc1ccc(NC(=O)Cn2nnc(C(=O)NCc3cccs3)c2N)cc1OC	8	-6	0.4%	-0.9	1
21	C=C(C)Cn1c(CCNC(=O)CC)nc2ccccc21	13	6	1.3%	-0.3	0
22	OCc1ccnc(Cl)c1	-15	-2	0.7%	0.5	1
23	Cc1cccc(OCC(=O)NCCNC(=O)c2ccccn2)c1	-2	·	4.0%	0.6	2
24	O=C1c2ccccc2NC(c2ccccc2O)N1NS(=O)(=O)c1ccccc1 (stereo not given)	4	-10	1.3%	0.6	1

item	RXFP1 antagonist	D2 PAM	TRHR PAM	D2 antag
13	·	4	-2	·
14	1	4	-2	-15
15	2	·	1	5
16	-14	4	-4	-2
17	12	15	3	2
18	-11	1	-1	-20
19	13	18	2	1
20	14	-9	-4	9
21	-5	-14	5	-14
22	0	11	2	9
23	-19	-2	-18	8
24	9	8	15	-3

item	compound	D1 antag	D1 potentiator	RXFP1 ag	D2 agonist	D1 ag
25	O=C1c2ccccc2-c2n[nH]c(=O)c3ccc(N4CCCCC4)c1c23	22	-2	1.4%	-0.4	4
26	O=C(CCN1C(=O)/C(=C/c2ccc(F)cc2)SC1=S)NC1CCS(=O)(=O)C1 (stereo not given)	-12	-5	-0.2%	0.1	2
27	CCN(CC(=O)NCc1ccc(F)cc1)CC(=O)NC1CCCC1	7	·	5.1%	0.7	2
28	CCN1CCN(C(c2cccnc2)c2cc(Cl)c3cccnc3c2O)CC1 (stereo not given)	4	0	-0.4%	0.4	2
29	Cc1cc(C(=O)NNC(=O)c2ccccc2F)c2ccccc2n1	3	-7	1.1%	0.3	1
30	N#Cc1c(C(F)(F)F)cc(-c2ccc(F)cc2)nc1SCC(=O)O	-2	-4	0.4%	0.6	4
31	COc1cc2[nH]c3ccccc3c2cc1C	9	1	-2.0%	-3.3	2
32	CCS(=O)(=O)N1CCCC(C(=O)NCC2CCCO2)C1 (stereo not given)	-6	1	1.3%	-1.2	-2
33	O=C(CCC(=O)OCC(=O)c1cccc([N+](=O)[O-])c1)Nc1cccc(Cl)c1Cl	-1	-9	-4.2%	-0.2	1
34	O=c1[nH]c2cc([N+](=O)[O-])c(NCCO)c([N+](=O)[O-])c2[nH]1	14	1	-0.6%	-0.6	0
35	O=C(O)Cc1ccc(C(=O)c2ccccc2)s1	-3	5	2.8%	0.1	0
36	CCCCN(CCCC)Cc1ccc(C(=O)NNC(=O)Nc2ccc(F)cc2)o1	-5	-8	0.8%	-0.3	1

item	RXFP1 antagonist	D2 PAM	TRHR PAM	D2 antag
25	-14	13	-5	9
26	-20	6	2	0
27	-9	2	1	-10
28	11	-14	7	2
29	-5	6	-4	9
30	-10	8	18	-6
31	14	3	3	0
32	-4	9	-1	-2
33	13	15	3	14
34	5	3	-3	2
35	4	-3	1	3
36	-29	6	6	-10

item	compound	D1 antag	D1 potentiator	RXFP1 ag	D2 agonist	D1 ag
37	C=CCNCc1cc(=O)n2c(-c3ccccc3)csc2n1	17	2	2.8%	47*	1
38	CC(=O)c1c(N)nc2n(c1=O)CCCCC2	-12	-1	5.3%	2.5	2
39	COc1ccc(C(=O)N2CCOC2CNC(=O)C(=O)NCc2ccc3c(c2)OCO3)cc1 (stereo not given)	-1	-1	1.6%	-1.9	1
40	Cn1c(C2=C(O)CN(c3ccccc3)C2=N)nc2ccccc21	-12	-11	-0.6%	-0.3	2
41	O=C(Cn1nc(C(F)(F)F)cc1C1CC1)Nc1ccccc1F	-2	-3	3.6%	0.2	13
42	CCOC(=O)c1ccc(-c2ccc(/C=C(\C#N)C(=O)Nc3c(C)cccc3Cl)o2)cc1	4	2	4.0%	2.9	4
43	Cc1[nH][nH]c(=O)c1C(c1c(C)[nH][nH]c1=O)c1cn(Cc2cccc3ccccc23)c2ccccc12	-2	10	2.8%	-0.4	0
44	Cn1c(Cn2c(=O)sc3ccccc32)nnc1SCC(=O)N1CCCC1	-5	-4	1.3%	·	1
45	COc1ccc(-n2nc(C(=O)NCC(=O)Nc3cccc(Cl)c3)c3ccccc3c2=O)cc1OC	-9	-3	?	-2.7	5
46	CCCCN1C(=O)c2ccc(C(=O)NC3(C)CCS(=O)(=O)C3)cc2C1=O (stereo not given)	41	-2	-1.0%	0.0	3
47	CCOc1ccc(CNC(=O)Cc2ccc(NC(=O)N3CCSc4ncccc43)cc2)cc1	4	-1	0.3%	0.4	-1
48	Cc1ccc(CSCCNC(=O)c2ccc(C)cc2)cc1	-17	7	-2.0%	-2.5	6

item	RXFP1 antagonist	D2 PAM	TRHR PAM	D2 antag
37	-8	-15	4	30
38	5	14	3	-11
39	-12	-5	-3	-1
40	0	-1	4	5
41	-3	-9	-3	2
42	·	-2	3	·
43	-18	8	-7	-2
44	7	·	-2	·
45	-3	24	3	-7
46	-7	4	5	26
47	-13	9	4	·
48	-12	-21	-4	32*

item	compound	D1 antag	D1 potentiator	RXFP1 ag	D2 agonist	D1 ag
49	CC1CCN(C(=O)Cn2cc(SCC(=O)NCC3CCCO3)c3ccccc32)CC1 (stereo not given)	14	-7	1.9%	0.3	1
50	O=C(NNC(=O)c1ccco1)c1cccc(Br)c1	-22	-3	-1.2%	0.4	7
51	CC(C)c1ccc(S(=O)(=O)c2nnn3c2nc(NCCc2ccccc2)c2sccc23)cc1	-8	-2	0.5%	0.0	4
52	COc1ccc(N2CCN(S(=O)(=O)c3ccc4c(c3)C(C(C)C)C(=O)N4)CC2)cc1 (stereo not given)	-8	-4	-4.4%	0.0	14

item	RXFP1 antagonist	D2 PAM	TRHR PAM	D2 antag
49	4	-6	-7	-1
50	5	-6	0	-6
51	-12	3	2	·
52	-15	3	-4	·

# An excerpt from above in order of SMILES length, smallest number first.
item	compound	D1 antag	D1 potentiator	RXFP1 ag	D2 agonist	D1 ag
50	O=C(NNC(=O)c1ccco1)c1cccc(Br)c1	-22	-3	-1.2%	0.4	7
47	CCOc1ccc(CNC(=O)Cc2ccc(NC(=O)N3CCSc4ncccc43)cc2)cc1	4	-1	0.3%	0.4	-1
52	COc1ccc(N2CCN(S(=O)(=O)c3ccc4c(c3)C(C(C)C)C(=O)N4)CC2)cc1 (stereo not given)	-8	-4	-4.4%	0.0	14

item	RXFP1 antagonist	D2 PAM	TRHR PAM	D2 antag
50	5	-6	0	-6
47	-13	9	4	·
52	-15	3	-4	·

# These rows are one share of the data, so the mix of outcomes need not match the whole.
